Source: PubChem
Myeloid diff MLP = induction of myeloid progenitor differentiation, primary screen, cell-based, flow cytometry, MLPCN library. calls only at 10 µM. actives 1% (n = 360,000). ER-HoxA9 myeloid progenitors, lysozyme-GFP differentiation;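 active = normalized GFP-positive differentiation at or above the plate's own cutoff, the solvent-only control mean plus 3 SD; inconclusive = no clear call, values can overlap the other calls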;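 note: cells exposed to compound for four days before flow analysis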
Myeloid diff MLP GFP+ MAC1+ % = recorded beside Myeloid diff MLP, whose call it bears; GFP+ MAC1+ double positive, %; measured here: differentiation confirmed by MAC1 staining
Active calls of the source: *; i = inactive; ? = inconclusive; · = no result given. This is a subset; count on the stated rates, not on these rows.

Every second line gives: Myeloid diff MLP | Myeloid diff MLP GFP+ MAC1+ %
O=C(Nc1ccc2c(c1)OCCO2)C(c1ccncc1)n1c(=O)c(-c2ccco2)nc2ccccc21 (centres undefined)
  i | 3.5
O=C1NC[C@@H](CCCCN2C[C@H](Cc3ccccc3)N(CCc3ccccc3)C(=O)C2=O)N(CCc2ccccc2)C1=O
  i | 0.6
CN[C@H]1C[C@@H](c2ccccc2)N(C(C)=O)C[C@H]1CO
  i | 0.8
CC1(C(=O)NS(=O)(=O)c2cccc(Cl)c2)CCN1C(=O)Cc1ccccc1 (centres undefined)
  i | 0.1
COc1ccccc1CNC(=O)C[C@@H]1CC[C@H]2[C@@H](COC[C@H](O)CN2Cc2ccccc2)O1
  i | 2.0
CCOC(=O)C1(C)CCCCCN1C(=O)c1ccco1 (centres undefined)
  i | 1.0
O=C(Nc1nnc([C@H]2C[C@H](O)[C@@H](CO)O2)s1)c1cccc(C(F)(F)F)c1
  i | 1.4
c1csc(CCCN2CCCCC2)c1
  i | 0.8
C[C@@H]1CN([C@@H](C)CO)C(=O)CCCn2nncc2CO[C@H]1CN(C)C
  i | 0.6
CCOC(=O)C1=CCN(S(=O)(=O)c2ccccc2C)C1c1ccc(C)cc1 (centres undefined)
  i | 0.6

Every second line gives: Myeloid diff MLP | Myeloid diff MLP GFP+ MAC1+ %
CCCC#Cc1ccc2c(c1)COc1c3ccccc3nn1-2
  i | 1.8
COc1ccc(CNC(=O)CC[C@H]2O[C@@H](n3ccc(=O)[nH]c3=O)[C@H](O)[C@@H]2O)cc1
  i | 1.1
CN1CC[C@@H]2C(=O)N3CCc4ccc(-c5ccc6c(c5)OCO6)cc4[C@@H]3C[C@@H]21
  i | 0.2
CCC(=O)N1CCC1(C)C(=O)Nc1ccc2scnc2c1 (centres undefined)
  i | 1.2
CC(=O)Nc1ccc2c(c1)C(=O)c1cccc(C(=O)O)c1-2
  i | 1.1
O=c1c2ccccc2sc2ccccc12
  i | 0.7
COc1ccc(CC(N)c2csc(Nc3cc(Oc4ccccc4)ncn3)n2)cc1 (centres undefined)
  i | 2.1
O=S(=O)(c1ccccc1)N(c1ccccc1)S(=O)(=O)c1ccccc1
  i | 1.3
Cc1ccc(-c2csc(C(O)c3ccc(F)cc3)n2)cc1C (centres undefined)
  i | 0.3
COc1ccc(CN2CC[C@@H]3CN(C(C)=O)[C@H](c4ccccc4Br)C[C@@H]32)cc1
  i | 1.8

Every second line gives: Myeloid diff MLP | Myeloid diff MLP GFP+ MAC1+ %
CN(Cc1ccccc1)C(=O)[C@@H]1CCCN1C(=O)[C@@H]1CCCN1C(=O)c1cccc2ccccc12
  i | 0.8
COc1cc(CNC(=O)c2cc(-c3cc(Cl)ccc3C)n[nH]2)cc(OC)c1
  i | 0.9
COc1cccc(C(NC(C)=O)c2nc(-c3ccc(N(C)C)cc3)cs2)c1 (centres undefined)
  i | 0.4
CCCCOCCCNC(=O)C[C@@H]1C[C@@]2(C(=O)OC)CCCCC=C2N(CCc2ccc(OC)c(OC)c2)C1=O
  i | 4.6
OC[C@@H]1CN(CCN2CCOCC2)C[C@H](n2cnc3c(NC4CCC4)ncnc32)O1
  i | 0.7
COc1ccc2[nH]c3c(c2c1)CCN1C(=O)C(CC(=O)NC(C)(C)C)C[C@H](C(=O)N2CCCCC2)[C@@]31CCc1ccccc1 (some centres undefined)
  i | 0.6
C/C(CC(=O)Nc1ccc(N(C)C)cc1)=N\NC(=O)c1ccccc1Cl
  i | 0.7
N#CC(=Cc1ccncc1)c1ccccc1
  i | 1.0
O=C1C(=Cc2cn(-c3ccccc3)nc2-c2ccc(OCc3ccccc3F)cc2)SC(=S)N1CCS(=O)(=O)O
  i | 0.8
CCCCN1C(=O)C(CC(=O)NC2CC2)CC(C(=O)N(C(C)C)C(C)C)=C1C (centres undefined)
  i | 0.7

Every second line gives: Myeloid diff MLP | Myeloid diff MLP GFP+ MAC1+ %
CC1(c2nnnn2Cc2ccccc2)CCC(=O)N1CC1CCCCC1 (centres undefined)
  i | 1.1
C=C[C@]12CC[C@H](OC(C)=O)CC1=CCC1C2CC[C@@]2(C)C1CCC21OCCO1 (some centres undefined)
  i | 0.9
COc1ccc2[nH]c3c(c2c1)CCN1C(=O)C(CC(=O)NCc2ccco2)C[C@H](C(=O)N2CCCCC2)[C@@]31CCc1ccccc1 (some centres undefined)
  i | 0.4
CC(=O)Nc1cc(-c2cccc(CO)c2)cn2c(-c3ccc(F)cc3)cnc12
  i | 0.2
COCCc1ccc(OC2(C)CCN(Cc3ccc(OC)c4ccccc34)C2)cc1 (centres undefined)
  i | 1.1
CCOC(=O)c1sc(=S)[nH]c1C
  i | 2.1
Cc1ccc(C(=O)N2[C@@H]3CN(C)C(=O)[C@@]2(Cc2ccccc2)[C@H]2C(=O)N(Cc4ccccc4)C(=O)[C@@H]32)cc1
  i | 1.5
COCCNC(=O)C1(C)CCN(C(=O)c2cccnc2Oc2ccccc2)C1 (centres undefined)
  i | 1.0
CC1(C(=O)NCC2CCOCC2)Cc2c(-c3cccc(C(F)(F)F)c3)ccnc2O1 (centres undefined)
  i | 1.1
CC(C)(C)c1ccc(CC(=O)N2CCC2(C)C(=O)NCCC#N)cc1 (centres undefined)
  i | 0.6

Every second line gives: Myeloid diff MLP | Myeloid diff MLP GFP+ MAC1+ %
c1ccc(COc2ncnc3c2ncn3CCCN2CCN(c3ncccn3)CC2)cc1
  i | 0.7
COc1ccc(C=C2NC(=O)NC2=O)cc1O
  i | 1.7
Cc1ccc(S(=O)(=O)Nc2ccc(Cl)cc2O)cc1
  i | 2.2
CC(C)Oc1ccc(F)cc1-c1cc(C(=O)NC2CCCCC2)[nH]n1
  i | 1.7
CCCCCCCCN1C(=O)[C@H](CC(=O)NCc2ccc(OC)c(OC)c2)C[C@@]2(C(=O)OC)CCCCC=C12
  i | 1.1
CCN(c1ccccc1)S(=O)(=O)c1ccc(Oc2ccccc2)c(N)c1
  i | 1.0
O=C(Cc1cccc2ccccc12)NCC(=O)N1CCN(CC(=O)Nc2ccc(F)cc2)CC1
  i | 0.9
COc1ccccc1CNc1ncc(-c2ccccc2)n1C
  i | 0.7
COCCNc1ncnc2c1ncn2[C@H]1CN(Cc2ccc(F)cc2)C[C@@H](CO)O1
  i | 0.5
COc1ccc(CN2C(=O)CCC2(C)c2nnnn2C2CCCCC2)cc1 (centres undefined)
  i | 1.5

Every second line gives: Myeloid diff MLP | Myeloid diff MLP GFP+ MAC1+ %
COc1cc(Cl)ccc1OC1(C)CCN(Cc2ccc(SC)cc2)C1 (centres undefined)
  i | 0.8
O=C(Nc1ccc(C(=O)N2CCOCC2)cc1)C1CCC1
  i | 0.6
COCCNC(=O)C1Cc2c(-c3ccc(NC(C)=O)cc3)ccnc2O1 (centres undefined)
  i | 0.7
C[C@H]1CN([C@@H](C)CO)S(=O)(=O)c2ccc(Br)cc2O[C@@H]1CN(C)C(=O)Cc1cccnc1
  i | 0.3
Cc1ccc(C)c(OCCC(=O)OCc2csc(CC(=O)Nc3ccccc3C)n2)c1
  i | 0.9
CC(COc1ccccc1)OC(=O)Nc1ccccc1 (centres undefined)
  i | 1.0
COC(=O)[C@]12CCCCC=C1N(CCC1=CCCCC1)C(=O)[C@H](CC(=O)NCCCN1CCCC1=O)C2
  i | 0.9
O=C(NC1CCCC1)C1c2ccccc2OCC(=O)N1Cc1ccco1 (centres undefined)
  i | 1.4
CN(C)CC1(C)Cc2ccsc2C1O (centres undefined)
  i | 0.6
C[C@@H]1CN([C@@H](C)CO)C(=O)CCCn2nncc2CO[C@H]1CN(C)C(=O)c1ccncc1
  i | 0.7

Every second line gives: Myeloid diff MLP | Myeloid diff MLP GFP+ MAC1+ %
Clc1ccc(Cc2ccccn2)cc1
  i | 0.5
CC(=O)Nc1cccc(NC(=O)C2CCCO2)c1 (centres undefined)
  i | 0.9
O=[N+]([O-])c1ccc(NCCNc2ccc([N+](=O)[O-])cc2)cc1
  i | 0.7
COc1ccc(-c2csc(C(NC(C)=O)c3cccc(F)c3)n2)cc1 (centres undefined)
  i | 1.3
Cc1cc(O)ccc1-c1ccc2nncn2c1
  i | 0.9
CN[C@H](C(=O)NC[C@H]1O[C@@H](n2cnc3c(N)ncnc32)[C@H](O)[C@@H]1O)[C@@H](C)OCc1ccccc1
  i | 0.4
CCCCC1(CC)SCC(=O)NC1=O (centres undefined)
  i | 0.7
COc1cccc(CN2CCC2(C)C(=O)Nc2cccc(NS(C)(=O)=O)c2)c1OC (centres undefined)
  i | 0.7
CCCCC[C@@H](C)N1C[C@H](COCc2ccccc2)Oc2cc(N3CC[C@H](N(C)C)C3)ccc2S1(=O)=O
  i | 2.9
FC(F)(F)c1ccccc1Cc1c(-c2cccc(Br)c2)nc2c3ccccc3ccn12
  i | 0.6

Every second line gives: Myeloid diff MLP | Myeloid diff MLP GFP+ MAC1+ %
Cc1sc2nc(-c3ccccc3F)oc(=O)c2c1C
  i | 1.3
C=C1c2ccccc2O[C@H](C(=O)OCC)[C@H]1OC
  i | 0.8
CC(C)C1Cc2[nH]c(=S)[nH]c(=O)c2C(c2ccc(F)cc2)O1 (centres undefined)
  i | 0.8
CCOC(=O)C1=CN(Cc2cccc(F)c2)S(=O)(=O)NC1c1ccc2ccccc2c1 (centres undefined)
  i | 0.9
Cc1ccc(S(=O)(=O)N2CCN(C(=O)CCNC(=O)c3ccccc3Cl)CC2)cc1
  i | 0.2
C=CCN(CC=C)Cc1cc(=O)oc2cc(OC)c(Cl)cc12
  i | 0.6
Cn1c(=O)c2[nH]c(=O)[nH]c2n(C)c1=O
  i | 3.2
COc1cc(OC)cc(C(=O)OCC(=O)Nc2nnc(-c3ccccc3)o2)c1
  i | 0.3
CCOC(=O)[C@]12CCC=C1N(Cc1cccc3ccccc13)C(=O)[C@H](CC(=O)NCc1cccc(C(F)(F)F)c1)C2
  i | 0.3
CN(CCOc1ccc(Cl)cc1)C(=O)c1cccc(S(=O)(=O)N2CCN(c3ccccc3)CC2)c1
  i | 2.1

Every second line gives: Myeloid diff MLP | Myeloid diff MLP GFP+ MAC1+ %
Cc1cccc(C(=O)NC2CCN(S(=O)(=O)c3cccc(F)c3)CC2)c1
  i | 0.3
COc1ccc(Br)cc1CNC(=O)C1CCCN(S(=O)(=O)N2CCC(C)CC2)C1 (centres undefined)
  i | 0.4
Cc1cccc(C)c1-n1nnnc1C1(C)CCC(=O)N1CCCN1CCOCC1 (centres undefined)
  i | 1.1
COc1ccc(NC(=O)COC(=O)c2ccc(S(=O)(=O)N(C)c3ccccc3OC)cc2)cc1
  i | 0.5
O=C(O)c1ccc(C=NNC(=O)c2cccc3ccccc23)cc1
  i | 1.1
COCCCNC(=O)c1ccc2nc([C@@H]3O[C@H](CO)[C@H](O)[C@H](O)[C@H]3O)[nH]c2c1
  i | 0.7
CC(C)N(C(=O)Cn1cc(S(=O)(=O)CC(=O)NCCc2ccccc2)c2ccccc21)C(C)C
  i | 1.5
C1=C[C@H]2CCCN3CC[C@@H]([C@@H]2[C@]32CO2)[C@H]1CCOCc1ccccc1
  i | 0.9
O=C(CCN1CCCCO1)NC1CCCc2c1cnn2-c1ccc(F)cc1F (centres undefined)
  i | 0.4
O=C(C[C@H]1C=C[C@H](NC(=O)c2ccccn2)[C@@H](CO)O1)NCc1cc(F)cc(F)c1
  i | 1.5

Every second line gives: Myeloid diff MLP | Myeloid diff MLP GFP+ MAC1+ %
O=C(NCc1ccccc1)c1ccc(NC(=O)C2CC2)cc1
  i | 0.9
COc1cc2c(cc1NC(=O)C(F)(F)F)-c1ccc(NC(=O)C(F)(F)F)cc1C2
  i | 0.9
COc1ccc(CNC(=O)COC(=O)c2c(NC(C)=O)sc(C)c2C)cc1OC
  i | 1.2
CCCS(=O)(=O)NC(=O)C1(C)CCCN(C(=O)c2ccc3c(c2)OCO3)C1 (centres undefined)
  i | 1.8
CC1(C(=O)O)CCCN(C(=O)c2cc3ccccc3s2)C1 (centres undefined)
  i | 1.7
C[C@@H](NC(=O)[C@@H]1CCCN1C(=O)OC(C)(C)C)c1ccccc1
  i | 1.5
Cc1cccc(C(O)C(O)c2cccc(C)n2)n1 (centres undefined)
  i | 0.8
CCOC(=O)[C@]12CCC=C1N(Cc1ccc3c(c1)OCO3)C(=O)[C@H](CC(=O)NCc1cccs1)C2
  i | 0.7
CN1CCN(S(=O)(=O)c2cccc(C#N)c2)C(c2ccccc2)C1 (centres undefined)
  i | 0.2
CC(Sc1nnc(CN2CCCC2)n1Cc1ccccc1)C(=O)Nc1ccc(F)cc1Cl (centres undefined)
  i | 0.3

Every second line gives: Myeloid diff MLP | Myeloid diff MLP GFP+ MAC1+ %
CC(C)C#Cc1cnc2c(c1)C(=O)N([C@@H](C)CO)C[C@@H](C)[C@H](CN(C)Cc1cccc(F)c1)O2
  i | 1.1
C[C@@H]1CN([C@@H](C)CO)C(=O)c2cc(/C=C/c3ccccc3)cnc2O[C@@H]1CN(C)S(=O)(=O)c1ccc(F)cc1
  i | 0.4
COc1cccc(C=C(C(C)=O)C(=O)c2ccccc2)c1
  i | 1.1
C=C1CC2(OC1=O)c1ccccc1CCc1ccccc12
  ? | ·
CC[C@]12c3[nH]c4cc(-c5ccco5)ccc4c3CCN1C(=O)[C@@H](CC(=O)NC(C)(C)C)C[C@@H]2C(=O)N1CCN(C(=O)c2ccco2)CC1
  i | 0.3
CCn1cc(/C=C(\NC(=O)c2ccccc2F)C(=O)N2CCN(C)CC2)c2ccccc21
  i | 0.8

Copied from the entries so far, five compounds:
Every second line gives: Myeloid diff MLP | Myeloid diff MLP GFP+ MAC1+ %
C[C@@H]1CN([C@@H](C)CO)C(=O)c2cc(/C=C/c3ccccc3)cnc2O[C@@H]1CN(C)S(=O)(=O)c1ccc(F)cc1
  i | 0.4
COc1cccc(C=C(C(C)=O)C(=O)c2ccccc2)c1
  i | 1.1
C=C1CC2(OC1=O)c1ccccc1CCc1ccccc12
  ? | ·
CC[C@]12c3[nH]c4cc(-c5ccco5)ccc4c3CCN1C(=O)[C@@H](CC(=O)NC(C)(C)C)C[C@@H]2C(=O)N1CCN(C(=O)c2ccco2)CC1
  i | 0.3
CCn1cc(/C=C(\NC(=O)c2ccccc2F)C(=O)N2CCN(C)CC2)c2ccccc21
  i | 0.8
